Assay outcomes from PubChem.
Mdm2 MdmX PPI: human Mdm2/MdmX binding inhibition; SaOS-2 split-luciferase Mdm2/MdmX complementation, luminescence; 330,000 tested, 3% active; O15151+Q00987; inhibition, % at 8 µM;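 active = inhibition of at least 50% at 8 µM in the primary screen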
CCR6 antagonist: antagonists of human CCR6 receptor. P51684. CHO-K1 CCR6 PathHunter beta-arrestin, luminescence, CCL20-stimulated. inhibition, % at 20 µM. 340,000 tested, 0.49% active. AID 493098;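 active = compounds whose inhibition of the agonist-driven luminescence signal at 20 µM reaches about 50%, limit read from the data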;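 note: cells stimulated with CCL20 at 14 nM final; plate controls were DMSO with CCL20 for no effect and DMSO without agonist for full effect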
CHOP UPR activ: activators of apoptotic arm of unfolded protein response (CHOP); 330,000 tested, 0.34% active; AID 449763; CHO-CHOP luciferase reporter, UPR activation, luminescence; percent of tunicamycin response over DMSO baseline; activation, % at 10 µM;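 active = at 10 µM dose, activation of 40% or more, normalized to positive control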;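 note: 100% = tunicamycin at 10 µg/mL and 0% = DMSO alone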
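Assay system: CHO cells with stable CHOP pathway luciferase reporter; Buffer or medium: F12 plus 10% serum; Times: 16-18 h cell attachment, then 6 h compound exposure, 37 °C; Signal: luciferase luminescence; Read-out basis: percent activation relative to tunicamycin control; Control set: tunicamycin high control, DMSO low control.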
APJ ag: APJ receptor agonism | P35414 | CHO-K1 APJ PathHunter beta-arrestin, luminescence; 0% DMSO wells, 100% apelin | activation, % at 20 µM | AID 2520 | 330,000 tested, 0.11% active;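 active = activation more than six SD over the plate average, tested at 20 µM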;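 note: 0% = DMSO alone and 100% = apelin-13 at 10 nM; some results filed as inactive read as strong as hits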
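Assay system – PathHunter CHO-K1 APJ (AGTRL-1) beta-arrestin reporter cells · Compound – one dose, 20 µM compound, 1% DMSO · Timing – compound 90 min 25 °C, reagent 1 h · Measured by – luminescence from split beta-galactosidase complementation, Galacton Star/Emerald II substrate · Measure – beta-arrestin recruitment to APJ as agonist activity, luminescent signal · Benchmarks – DMSO vs Apelin-13 10 nM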
XBP1 UPR activ: activators of adaptive arm of unfolded protein response (XBP1) | CHO-XBP1 luciferase reporter, IRE1-XBP1 UPR activation, luminescence; percent of tunicamycin response, DMSO as zero | activation, % at 20 µM | 330,000 tested, 0.33% active | AID 463104;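 active = versus positive control, 20 µM dose yields 30% or more activation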;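 note: 100% = tunicamycin at 10 µg/mL and 0% = DMSO only wells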
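Material: CHO cell line with stable XBP1 luciferase reporter; schedule: 16-18 h cell attachment at 37 °C, then 6 h compound exposure; signal: glow luminescence from Steady-Glo reagent; medium: serum-containing F12 medium, 10% FBS; benchmarks: tunicamycin 10 µg/mL and vehicle-only wells; read-out: percent activation relative to tunicamycin reference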
CXCR6 inh: inhibitors of human CXCR6 receptor; O00574; 360,000 tested, 0.36% active; inhibition, % at 20 µM; CHO-K1 PathHunter CXCR6 beta-arrestin, luminescence; in the data active = inhibition above about 34%, passing the limit was not always enough;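 note: antagonist mode with CXCL16 agonist at 10 nM final; 0% = 10 nM CXCL16 with DMSO and 100% = unstimulated wells without agonist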
Target sequence (O00574 whole entry, looked up): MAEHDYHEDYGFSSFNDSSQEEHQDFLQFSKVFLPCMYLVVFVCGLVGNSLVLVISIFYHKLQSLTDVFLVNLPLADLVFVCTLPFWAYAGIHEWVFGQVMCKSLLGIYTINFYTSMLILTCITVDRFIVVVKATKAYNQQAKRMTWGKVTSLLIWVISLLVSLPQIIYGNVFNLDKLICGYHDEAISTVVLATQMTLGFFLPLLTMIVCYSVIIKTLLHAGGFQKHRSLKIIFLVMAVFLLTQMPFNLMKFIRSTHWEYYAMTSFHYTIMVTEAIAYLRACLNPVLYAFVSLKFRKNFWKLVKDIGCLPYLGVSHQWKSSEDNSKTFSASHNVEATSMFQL
tim23-1 inh: inhibits growth of tim23-1 mutant yeast. S. cerevisiae tim23-1 growth, BacTiter-Glo luminescence, 24 h. inhibition, % at 20 µM. 330,000 tested, 1.3% active;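 active = growth inhibition of the mutant yeast at or above 50%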;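 note: temperature-sensitive mutant grown at 25 °C; plate controls were DMSO-treated mutant yeast for no effect and medium wells lacking yeast for full effect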
EBI2 block: EBI2 (human) antagonism; 360,000 tested, 0.81% active; inhibition, % at 5 µM; EBI2 beta-arrestin recruitment, luminescence, 7a,25-OHC stimulated; in the data active = inhibition above about 38%;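 note: enzyme fragment complementation signal reports receptor beta-arrestin coupling in cells; 0% = agonist plus DMSO wells and 100% = wells without agonist; some results beyond the cut were filed as inactive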
Target sequence (P32249 whole entry, looked up, the tested form may be a part): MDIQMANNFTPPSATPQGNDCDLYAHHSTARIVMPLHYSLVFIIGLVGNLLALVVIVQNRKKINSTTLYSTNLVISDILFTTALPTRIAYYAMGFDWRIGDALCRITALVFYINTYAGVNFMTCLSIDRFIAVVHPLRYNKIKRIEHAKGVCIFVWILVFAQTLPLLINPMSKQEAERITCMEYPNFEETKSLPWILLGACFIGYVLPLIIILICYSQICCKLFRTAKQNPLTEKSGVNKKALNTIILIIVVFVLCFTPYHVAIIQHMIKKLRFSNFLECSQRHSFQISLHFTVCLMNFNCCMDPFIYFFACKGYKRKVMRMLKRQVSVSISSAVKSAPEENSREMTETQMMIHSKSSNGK
APJ antagonist: blocks the human apelin receptor APJ. P35414. CHO-K1 APJ beta-arrestin complementation, luminescence. inhibition, % at 20 µM. 330,000 tested, 0.32% active;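 active = inhibition above about 40% at 20 µM, limit read from the data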;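 note: cells challenged with 10 nM apelin-13 agonist together with compound; plate controls were apelin-13 plus DMSO wells for no effect and DMSO wells lacking apelin-13 for full effect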
Active calls of the source: *; · = not tested or not shown; & = joins results of further samples.

SMILES	Mdm2 MdmX PPI	CCR6 antagonist	CHOP UPR activ	APJ ag	XBP1 UPR activ	CXCR6 inh	tim23-1 inh	EBI2 block	APJ antagonist
Cc1ccc(NC(=O)C2(c3ccccc3)CCOCC2)c([N+](=O)[O-])c1	10	5	-0.8	-1	-3	9	24	4	-7
O=[N+]([O-])c1ccc(SCCc2ccncc2)cc1	13&-4	4&2	2.9&-1.8	4&-2	3&0	-18&-13	-19&-22	10&12	-9&-6
CCOC(=O)/C(C(N)=NCCCO)=C(/O)c1ccccc1	-8	-12	-0.7	4	-7	-4	-12	-5	11
CC1(C)OC(=O)C(=CNc2ccc(F)cc2)C(=O)O1	17	-11	0.4	0	-2	3	11	-6	15
CCc1nc2ccc(C(=O)N3CCN(c4cccc(OC)c4)CC3)cc2nc1CC	64*	14	0.0	-4	4	5	39	-3	10
O=C(Cn1c(=O)c(=O)n(Cc2ccccc2)c2ccc(Cl)cc21)Nc1ccc(F)cc1F	26	-7	-1.0	-3	5	2	0	-10	1
CCOC(=O)N1CCN(C(=O)COc2ccc(S(=O)(=O)Nc3ccc(OCC)cc3)cc2)CC1	-10	-3	3.8	-2	-3	-5	9	-20	-23
COc1cc(/C=C(/C#N)C(=O)NCCCc2ccccc2)ccc1OCC(=O)O	24	22	2.2	-2	-4	-6	-10	-8	12
Cc1cc(C)nc(SCC(=O)Nc2ccc(N3CCOCC3)c(Cl)c2)n1	19	3	1.6	-2	-3	-3	22	-12	-2
Cc1ccc(C(=O)Oc2cc(-c3ccccc3)no2)cc1	4	25	1.5	1	-3	-3	1	-7	5
CC(=O)Nc1cc(-c2ccc(Cl)cc2)[nH]n1	-8	-5	3.1	-1	2	-9	-21	-6	-14
CCOC(=O)c1c(/N=C/N(C)C)sc(C=O)c1-c1ccccc1	10	0	-0.5	-1	5	-6	3	-1	-10
CN1CCN(c2ccc(C(F)(F)F)cc2NC(=O)Nc2ccccc2)CC1	50	7	2.0	2	6	0	3	5	3
COc1ccc(CN2CN(C3CCCC3)CSC2=S)cc1	34	13	-0.9	-1	-3	6	6	2	11
Cc1sc2c(c1C)CN(C1CC(C)(C)NC(C)(C)C1)CN2C(=O)c1ccco1	-21	·	3.6	2	2	·	7	·	21
COc1ccc(-c2ccc(-c3noc(-c4cccs4)n3)c(OC)n2)cc1	-13	-3	1.7	1	1	-1	10	28	-25
Cc1nccn1CC(=O)N/N=C/c1ccccc1O	-28	-3	-0.8	-3	1	-4	10	-2	-7
O=C1CC(c2cccs2)c2cc3c(cc2N1)OCCO3 (stereo not given)	48	14	-1.3	3	-1	6	9	-7	-10
O=C(NCc1cccs1)c1cnn2cccnc12	25	-19	-1.3	1	-5	-8	15	-5	-12
COc1ccc(C(=O)CCC(=O)NCCc2ccccc2F)cc1	-18	10	0.8	-1	2	8	36	-3	15
Cc1cc2nc(C(F)(F)F)[nH]c(=O)n2n1	27	-3	-0.2	0	-6	-6	6	-21	-16
CC1=NN(C(N)=S)C(=O)C1N=Nc1ccc(C)c(Br)c1 (stereo not given)	-107	34	4.2	-6	-3	9	22	-2	20
CCOC(=O)c1ccc(-c2ccc(/C=N/NC(=O)CN(c3ccccc3Cl)S(C)(=O)=O)o2)cc1	46	-9	12	4	-1	-7	-10	-4	-11
CCOC(=O)[C@H]1[C@H]2COc3ccc(OC)cc3[C@@H]2N2C(=O)CN(Cc3ccco3)C(=O)[C@@]12C	2	-2	2.5	-2	2	0	5	0	2
COc1ccc(-c2nnc(SCC(=O)Nc3cc(C)on3)n2N)cc1OC	22	5	-0.4	-8	2	-4	2	-7	-1

An excerpt of these results, with each value named:
smiles: CN1CCN(c2ccc(C(F)(F)F)cc2NC(=O)Nc2ccccc2)CC1
  Mdm2 MdmX PPI: 50
  CCR6 antagonist: 7
  CHOP UPR activ: 2.0
  APJ ag: 2
  XBP1 UPR activ: 6
  CXCR6 inh: 0
  tim23-1 inh: 3
  EBI2 block: 5
  APJ antagonist: 3
smiles: COc1ccc(CN2CN(C3CCCC3)CSC2=S)cc1
  Mdm2 MdmX PPI: 34
  CCR6 antagonist: 13
  CHOP UPR activ: -0.9
  APJ ag: -1
  XBP1 UPR activ: -3
  CXCR6 inh: 6
  tim23-1 inh: 6
  EBI2 block: 2
  APJ antagonist: 11
smiles: Cc1sc2c(c1C)CN(C1CC(C)(C)NC(C)(C)C1)CN2C(=O)c1ccco1
  Mdm2 MdmX PPI: -21
  CCR6 antagonist: ·
  CHOP UPR activ: 3.6
  APJ ag: 2
  XBP1 UPR activ: 2
  CXCR6 inh: ·
  tim23-1 inh: 7
  EBI2 block: ·
  APJ antagonist: 21
smiles: COc1ccc(-c2ccc(-c3noc(-c4cccs4)n3)c(OC)n2)cc1
  Mdm2 MdmX PPI: -13
  CCR6 antagonist: -3
  CHOP UPR activ: 1.7
  APJ ag: 1
  XBP1 UPR activ: 1
  CXCR6 inh: -1
  tim23-1 inh: 10
  EBI2 block: 28
  APJ antagonist: -25

Returning to the listing, repeating the 2 entries before the break.
SMILES	Mdm2 MdmX PPI	CCR6 antagonist	CHOP UPR activ	APJ ag	XBP1 UPR activ	CXCR6 inh	tim23-1 inh	EBI2 block	APJ antagonist
CCOC(=O)[C@H]1[C@H]2COc3ccc(OC)cc3[C@@H]2N2C(=O)CN(Cc3ccco3)C(=O)[C@@]12C	2	-2	2.5	-2	2	0	5	0	2
COc1ccc(-c2nnc(SCC(=O)Nc3cc(C)on3)n2N)cc1OC	22	5	-0.4	-8	2	-4	2	-7	-1
CC1=C(C(=O)N2CCOCC2)C(c2ccccc2F)C2=C(CC(C)(C)CC2=O)N1 (stereo not given)	18	4	-0.4	-1	0	0	6	2	14
Cc1ccc(-n2c(O)c(C=Nc3ccccc3-c3n[nH]c(=S)[nH]c3=O)c3ccccc3c2=O)cc1C	19	32	0.6	-2	2	-2	22	16	17
CCCCC(CCC(=O)Nc1cccc([N+](=O)[O-])c1)C(=O)O (stereo not given)	4	16	0.6	-5	-1	4	-1	-3	0
CCN1CCN(C(=O)c2ccc3c(c2)S(=O)(=O)c2ccccc2C3=O)CC1	-15	-9	-0.7	-1	3	-8	-9	0	-17
CCS(=O)(=O)N1CCC(C(=O)Nc2cc(Cl)ccc2O)CC1	1	11	1.9	0	-1	-7	4	-4	-8
Cc1oc(/N=C/c2cccc([N+](=O)[O-])c2)c(C#N)c1C	16	-9	4.8	-1	-2	7	19	2	4
COc1cc(NC(=O)c2ccc(C(=O)c3ccccc3)cc2)cc(OC)c1OC	21	12	-1.7	-3	-2	8	-3	1	10
CNC(=O)Cn1nc(-c2ccc(Cl)cc2)c2ccccc2c1=O	3	13	-0.1	-3	1	-8	-1	-3	-18
CN(C)CCCN(C(=O)COc1ccc(Cl)cc1)c1nc2ccc(F)cc2s1	13	22	1.1	-4	1	7	-3	-5	0
CCCN(CCC)C(=O)c1ccc2c(c1)N(Cc1ccccc1)C(=O)CS2=O (stereo not given)	-13	-1	-1.7	-3	1	2	16	-2	7
CC(=O)N1CCN(S(=O)(=O)c2ccc(S(=O)(=O)N3CCCC(C)C3)cc2)CC1 (stereo not given)	10	-11	2.1	3	0	-7	27	-8	14
COc1cccc(CC(NC(C)=O)C(=O)NC2CCN(C(=O)c3ccncc3)CC2)c1OC (stereo not given)	18	9	2.5	0	-5	8	0	-1	-6
Clc1cccc(/C=N/Nc2nnc(Cl)c3ccccc23)c1	-6	-12	5.9	-1	6	0	0	9	0
S=C(Nc1ccc(Cl)cc1Cl)NC1CCN(Cc2ccccc2)CC1	24	13	1.2	-4	1	-2	8	-5	-7
COc1cc(C=O)ccc1OCC(=O)Nc1ccccc1N1CCOCC1	11	11	0.5	3	-2	-1	27	-12	13
COc1ccc(-c2c(C)nn(-c3ccccc3)c2N)cc1OC	-2	-1	-1.2	-2	3	-7	26	-2	2
CCOc1ccc(N(CC(=O)Nc2ccccc2Cl)S(C)(=O)=O)cc1	15	13	-1.7	1	-2	4	4	-5	4
c1ccc(-c2cccc(-c3ccccc3)n2)cc1	-30	8	4.6	-2	0	-9	29	-10	-1
CC(=O)N1CCOc2ccc(S(=O)(=O)NCc3ccc(C)cc3)cc21	28	-1	-0.2	-5	-4	-6	21	-20	2
FC(F)Oc1cccc2cccnc12	12	4	-0.5	-1	-2	0	9	-5	13
Cc1cccc(C(=O)NC(=S)NCc2ccccc2)c1	11	14	1.4	-1	-1	10	28	5	-19
CCOC(=O)C1CCCN(c2c(Nc3cccc(C)c3)c(=O)c2=O)C1 (stereo not given)	22	-9	-0.2	0	-1	-4	-1	1	7
CCOc1ccc(N2C=Nc3ccc(OCC)cc3C2)cc1	-24	10	2.1	-3	-2	1	33	8	11
CCCOc1ccc(C(=O)Nc2c[nH]c(=O)[nH]c2=O)cc1	-1	-1	1.2	4	2	1	14	-11	-7
CCN1CCN(c2cc(C)c3cc(NC(=O)c4cnccn4)ccc3n2)CC1	22	20	1.5	1	0	6	17	0	-1
N#CN=C(c1ccccc1)c1ccccc1	-24	-17	-2.1	3	-3	3	24	2	3
Cc1cc(C(=O)Nc2cccc(S(=O)(=O)N3CCOCC3)c2)c2ccccc2n1	1	-2	-2.0	-1	2	3	-6	10	4
CSc1ncccc1C(=O)Nc1ccc(S(=O)(=O)Nc2nccs2)cc1	4	-4	0.0	1	0	7	10	-3	-1
COc1ccc(C(=O)NC(=S)NNC(=O)c2ccco2)cc1	-20	6	0.7	-2	-3	16	-21	9	25

Laid out differently: five of the compounds above.
Below each compound – Mdm2 MdmX PPI, CCR6 antagonist, CHOP UPR activ, APJ ag, XBP1 UPR activ, CXCR6 inh, tim23-1 inh, EBI2 block, APJ antagonist
> Cc1sc2c(c1C)CN(C1CC(C)(C)NC(C)(C)C1)CN2C(=O)c1ccco1
 : -21, ·, 3.6, 2, 2, ·, 7, ·, 21
> COc1ccc(-c2ccc(-c3noc(-c4cccs4)n3)c(OC)n2)cc1
 : -13, -3, 1.7, 1, 1, -1, 10, 28, -25
> Cc1nccn1CC(=O)N/N=C/c1ccccc1O
 : -28, -3, -0.8, -3, 1, -4, 10, -2, -7
> O=C1CC(c2cccs2)c2cc3c(cc2N1)OCCO3 (stereo not given)
 : 48, 14, -1.3, 3, -1, 6, 9, -7, -10
> O=C(NCc1cccs1)c1cnn2cccnc12
 : 25, -19, -1.3, 1, -5, -8, 15, -5, -12

A portion of the library; the hit share may differ from the screen's.
